# From PubChem
# IDE cell inh: inhibitors of human insulin-degrading enzyme in cells | P14735 | HEK cells, FAbetaB cleavage, fluorescence polarization | inhibition, % at 5.59 µM | 0.41% of 320,000 active;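 active = percent inhibition above the average of all tested compounds plus 3 SD, set per screening campaign, cut at about 16% in these data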;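 also: IDE supplied by intact live HEK cells; FP after avidin binding of uncleaved biotin substrate so inhibition keeps polarization high; 0% = DMSO wells and 100% = 60 µM reference IDE inhibitor Ii1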
# VIM-2 inh: inhibitors of Pseudomonas aeruginosa VIM-2 metallo-beta-lactamase. purified VIM-2, nitrocefin hydrolysis, epi-absorbance fluorescence. AID 1527. 0.89% of 290,000 active. inhibition, % at 5.6 µM;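 active = inhibition above the mean of all tested compounds plus 3 SD, cutoff set per screening run, cut at about 7.5% in these data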;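 also: red hydrolysis product quenches plate fluorescence so inhibitors raise well fluorescence; 0% = enzyme with DMSO and 100% = DMSO without enzyme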
# IDE act: activators of human insulin-degrading enzyme in cells. activation, % at 5.96 µM. HEK cells, FAbeta-B cleavage, fluorescence polarization; 0% vehicle, 100% cell-free pure enzyme wells. 0.073% of 340,000 active;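 active = activation above the mean of all tested compounds plus 3 SD, set per screening campaign, cut at about 17% in these data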
# NALP1 inh: NALP1 inhibition. 0.61% of 280,000 active. inhibition, % at 10 µM. S. cerevisiae NALP1/ASC/caspase-1 growth, X-gal OD620, 72 h. AID 2071; in the data active = inhibition mostly above about 24%, no sharp cut-off; inactive = mostly below about 32%; also: some compounds called inactive have numbers as strong as hits
# pCIP destab: compounds decreasing mouse p/CIP protein stability; F442A p/CIP-EGFP cells, EGFP fluorescence, 16 h; decrease of EGFP signal, % at 10 µM; 0.01% of 290,000 active; AID 1984;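 active = EGFP signal decrease of at least 30% at 10 µM or well 3 SD below plate mean, unless failing retest; inactive = the rest, including hits failing retest or dose response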; also: some compounds called inactive have numbers as strong as hits; many of its hits are not listed in these tables
# PHOSPHO1 inh: blocks human PHOSPHO1 phosphatase activity; Q8TCT1; recombinant PHOSPHO1, absorbance phosphatase assay; inhibition, % at 13.3 µM; 1.1% of 290,000 active; in the data active = inhibition above about 60%
# Target sequence (Q8TCT1 whole entry, looked up): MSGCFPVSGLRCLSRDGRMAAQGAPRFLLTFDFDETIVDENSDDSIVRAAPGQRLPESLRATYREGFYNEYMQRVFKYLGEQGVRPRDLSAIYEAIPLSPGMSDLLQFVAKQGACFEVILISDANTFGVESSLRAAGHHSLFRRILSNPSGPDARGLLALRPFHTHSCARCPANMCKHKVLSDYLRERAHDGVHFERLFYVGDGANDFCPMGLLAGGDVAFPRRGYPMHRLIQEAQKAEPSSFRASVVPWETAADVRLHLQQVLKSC
# IMP-1 inh: inhibitors of Pseudomonas aeruginosa IMP-1 metallo-beta-lactamase. 0.45% of 290,000 active. inhibition, % at 5.6 µM. purified IMP-1, nitrocefin hydrolysis, epi-absorbance fluorescence;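 active = inhibition above the mean plus 3 SD of all compounds in the same screening run, cut at about 4.5% in these data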;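 also: 0% = IMP-1 with DMSO and 100% = DMSO wells lacking enzyme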
#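 system = purified recombinant IMP-1 beta-lactamase | amount = 0.2 nM IMP-1, as dispensed | medium = HEPES buffer pH 7.1 with ZnSO4 and Brij 35 | times = 25 °C, 15 min preincubation, 25 min reaction | detection = plate fluorescence quenching by hydrolysis product, ex 480/em 530 nm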
# GPR7 antag: antagonists of human GPR7 (neuropeptides B/W receptor 1) | GPR7-expressing cells, fluorescence antagonist assay | inhibition, % at 4.4 µM | 1.1% of 290,000 active | AID 1861; in the data active = inhibition above about 16%, passing the limit was not always enough;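 also: cells stimulated with the agonist NPW; 0% = agonist with vehicle and 100% = vehicle without agonist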
# Target sequence (P48145 whole entry, looked up): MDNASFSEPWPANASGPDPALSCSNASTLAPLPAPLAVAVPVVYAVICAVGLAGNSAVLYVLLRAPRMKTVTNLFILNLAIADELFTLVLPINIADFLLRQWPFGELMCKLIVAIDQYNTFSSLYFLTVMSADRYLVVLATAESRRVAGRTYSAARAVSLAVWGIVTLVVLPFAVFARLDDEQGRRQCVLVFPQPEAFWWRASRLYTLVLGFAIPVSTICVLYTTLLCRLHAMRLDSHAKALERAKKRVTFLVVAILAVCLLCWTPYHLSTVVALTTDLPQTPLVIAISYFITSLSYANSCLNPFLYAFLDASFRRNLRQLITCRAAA
# PfM18AAP inh: PfM18AAP enzyme inhibition; inhibition, % at 7.35 µM; 1.2% of 290,000 active; recombinant PfM18AAP, H-Glu-NHMec fluorogenic cleavage;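 active = inhibition above the campaign mean inhibition over all tested compounds plus 3 SD, cut at about 28% in these data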;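 also: 0% = plate median of test compound wells and 100% = 2 mM ZnCl2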
# An asterisk follows results filed as active; . = no result given.
IDE cell inh,VIM-2 inh,IDE act,NALP1 inh,pCIP destab,PHOSPHO1 inh,IMP-1 inh,GPR7 antag,PfM18AAP inh,Structure
7,-0.8,5,.,-8,5,-2.6,-2,-3,CCCc1nnc(SCc2ccc(OCC)cc2)n1N
-2,-3.9,4,-19,-1,20,-3.2,-2,5,COc1ccc(N2C(=O)CCC(C(=O)NCc3cccnc3)C2c2ccc(OC)c(OC)c2)cc1 (configuration not stated)
1,-0.3,1,14,2,4,-0.8,3,-2,O=C(OCC(=O)N1CCOCC1)c1ccc(Cl)cc1[N+](=O)[O-]
1,-1.9,9,-3,4,38,-1.7,-7,-4,Cc1nnc(SCCOc2ccccc2)s1
4,1.1,-3,-77,4,34,-1.3,20,0,Cc1cc(C)n(CCOc2ccc(Br)cc2)n1
0,2.4,1,-8,-5,46,0.2,1,-23,COc1cccc(NC2CC(=O)N(CCc3ccccc3)C2=O)c1 (configuration not stated)
5,-2.4,2,-2,-1,-13,-2.2,-18,-3,COc1ccccc1CNC(=O)CSc1cc(=O)n(C)c2ccccc12
7,-4.4,-3,5,-11,16,-2.7,2,1,O=C(c1sccc1-n1cccc1)N1CCCC1
1,-1.1,2,23,-10,19,-3.8,-10,10,O=C(C(F)C(F)(F)F)N1CCN(c2ccccc2)CC1 (configuration not stated)
6,-2.0,5,-5,-23,37,-2.4,-4,-7,CC1=CC(C)C(CN(CCC[N+](C)(C)C)C(=O)Nc2ccccc2)C(C)C1 (configuration not stated)
6,-2.3,2,35,13,4,-1.2,-2,-6,O=C(CCSCc1ccc(Cl)cc1)NC1CCCC1
-4,-1.5,3,29,-17,-14,-2.1,-6,4,Cc1ccccc1N1CCN(C2=NC(=O)/C(=C\c3cccs3)S2)CC1
5,-0.2,2,-13,-7,-4,0.1,10,-5,CC(C(=O)NCC1CCCO1)c1ccc([N+](=O)[O-])cc1 (configuration not stated)
9,0.6,4,15,0,-1,3.0,-11,6,CCOc1ccc(C(=O)N[C@H](C(=O)Nc2cccc(S(=O)(=O)N3CCCCC3)c2)C(C)C)cc1
2,-3.6,0,7,-1,-8,-2.9,-9,1,COC(=O)c1ccccc1S(=O)(=O)N1CCC(C(=O)OCC(=O)NCC(F)(F)F)CC1
1,-1.6,-2,20,3,28,-1.0,13,-2,Fc1ccccc1-c1nc2nc3ccccc3nc2n1CC1CCCO1 (configuration not stated)
3,-4.7,6,16,-8,22,-1.5,-9,-6,CSc1ccccc1C(=O)NCCSc1ccccc1
-7,-1.1,3,-2,6,27,-2.6,-8,4,OCCN(Cc1ccccc1)Cc1ccccc1O
0,1.1,6,-6,-18,4,-0.5,-4,-1,Cc1noc(C)c1S(=O)(=O)N(CC(=O)N1CCCCCC1)c1ccc(C(C)C)cc1
7,1.1,5,-2,4,21,0.2,-10,7,c1ccc(C(c2nnnn2C2CCCCC2)N2CCc3ccccc3C2)nc1 (configuration not stated)

# Additional entries follow.
IDE cell inh,VIM-2 inh,IDE act,NALP1 inh,pCIP destab,PHOSPHO1 inh,IMP-1 inh,GPR7 antag,PfM18AAP inh,Structure
1,-2.0,9,6,3,51,-1.4,1,1,CN(C)CCCNS(=O)(=O)c1cc(Cl)c(Cl)cc1Cl
2,2.2,3,-6,-3,1,2.6,-3,5,CCOc1ccc(CCNC(=O)Cn2c(=O)oc3ccccc32)cc1OCC
2,-5.0,11,35,1,-12,-1.8,-16,-7,CC(C)c1ccc(NC(=O)c2cc(S(=O)(=O)NCC3COc4ccccc4O3)ccc2F)cc1 (configuration not stated)
-4,0.2,8,16,2,36,-2.5,-6,2,COc1ccccc1OC[C@H](O)CO
4,0.7,-4,2,4,6,-2.5,2,1,CN(C)CCCSc1nc2ccccc2s1
2,0.5,3,12,-2,-16,-2.1,2,2,Cc1ccc(CN(Cc2ccco2)C(=S)NCC(=O)O)cc1
-1,-4.7,5,35,-4,11,-3.1,-7,1,C/C(=N\NC(=O)CSc1nnc(C)s1)c1ccc(Cl)cc1
0,-3.4,-1,-2,-3,56,-3.4,-20,5,CCO[C@@H]1OC(C(=O)NCc2nc3ccccc3[nH]2)=C[C@H](c2cn(C(C)=O)c3ccccc23)[C@H]1CCCO
9,-1.9,-4,13,5,22,-2.8,2,-1,O=C(Nc1ccc2c(c1)COC2=O)c1ccc(Cl)c(Cl)c1
-1,-1.1,0,16,-1,74*,0.3,-6,18,CC(=O)C1=C(C)NC(SCC(=O)c2ccc(Cl)cc2Cl)=C(C#N)C1c1ccco1 (configuration not stated)
4,0.0,3,0,0,4,-1.6,2,1,COCCn1c(SCC(=O)N2CCc3ccccc3C2)nc2ccccc2c1=O
1,-3.6,4,-4,-9,31,-4.3,-9,-25,CC(=O)Nc1ccc(S(=O)(=O)Nc2nnc(C(C)(C)C)s2)cc1
-7,-1.6,3,1,-17,47,-0.5,-9,-2,CS(=O)(=O)c1ccc(Cl)c(NC(=O)Cc2c(F)cccc2Cl)c1
7,-2.9,4,10,3,18,-2.5,13,-4,COc1ccc(CNC(=O)C2CCC(CNS(=O)(=O)c3ccc(C)cc3)CC2)cc1 (configuration not stated)
-3,-4.1,1,32,-5,10,-1.1,-9,0,O=S(=O)(c1ccc(Cl)c(C(F)(F)F)c1)N1CCN(CC(O)COCC2CCCO2)CC1 (configuration not stated)
3,-1.4,4,20,-14,52,-1.9,-5,-3,CCNC(=O)COc1ccc2ccccc2c1
5,-4.1,-4,-2,-16,46,-3.1,-3,-2,O=S(=O)(c1ccc(F)cc1)N1CCC(c2nc3ccccc3[nH]2)CC1
3,-2.9,2,8,5,32,-2.9,-5,-1,CC(=O)Oc1ccc(N(C(C)=O)S(=O)(=O)c2ccc3ccccc3c2)cc1Br
-2,-2.3,0,18,-9,19,-2.1,-7,-12,CC(C)(Oc1ccc(Cl)cc1)C(=O)N1CCN(C(=O)c2ccco2)CC1
0,-1.2,5,24,-14,9,-3.3,-15,4,CCOC(=O)c1cccc(NC(=O)C2CCC(CNc3c(N4CCOCC4)c(=O)c3=O)CC2)c1 (configuration not stated)

# Part of the list above in order of SMILES length, largest number first:
IDE cell inh,VIM-2 inh,IDE act,NALP1 inh,pCIP destab,PHOSPHO1 inh,IMP-1 inh,GPR7 antag,PfM18AAP inh,Structure
0,-3.4,-1,-2,-3,56,-3.4,-20,5,CCO[C@@H]1OC(C(=O)NCc2nc3ccccc3[nH]2)=C[C@H](c2cn(C(C)=O)c3ccccc23)[C@H]1CCCO
0,-1.2,5,24,-14,9,-3.3,-15,4,CCOC(=O)c1cccc(NC(=O)C2CCC(CNc3c(N4CCOCC4)c(=O)c3=O)CC2)c1 (configuration not stated)
3,-2.9,2,8,5,32,-2.9,-5,-1,CC(=O)Oc1ccc(N(C(C)=O)S(=O)(=O)c2ccc3ccccc3c2)cc1Br
-7,-1.6,3,1,-17,47,-0.5,-9,-2,CS(=O)(=O)c1ccc(Cl)c(NC(=O)Cc2c(F)cccc2Cl)c1

# Further results:
IDE cell inh,VIM-2 inh,IDE act,NALP1 inh,pCIP destab,PHOSPHO1 inh,IMP-1 inh,GPR7 antag,PfM18AAP inh,Structure
0,30*,2,.,-1,20,-0.7,0,-16,O=C(CNCc1ccccn1)N1CCc2ccccc2C1
-1,0.3,4,14,-10,1,-1.8,-6,34*,O=C(CSc1nc2[nH]ncc2c(=O)[nH]1)N1CCCCC1
1,-1.9,2,4,-6,6,-0.2,1,-10,CC(C(=O)NCC1(c2ccccc2)CCCC1)N1CCOCC1 (configuration not stated)
3,-0.4,0,-4,2,32,0.0,-4,-25,COc1cccc(-c2nc(=S)c3c(n2Cc2ccco2)CCCC3)c1
-2,-6.2,-8,33,-2,-9,-1.0,-2,36*,c1ccc2c(c1)Nc1nccnc1S2
-5,.,.,28,25,14,.,.,.,Cc1ccc(-c2nnc(CSc3nc(C)nc4sc(C)c(C)c34)o2)cc1
2,-1.0,-4,16,-6,6,-1.9,1,-5,CC1CCN(C(=O)CSc2ccc(-c3ccc(F)cc3)nn2)CC1
1,17*,4,-2,-5,97*,-5.1,4,18,Cc1cccc(-n2c(CCn3nc(C)c([N+](=O)[O-])c3C)n[nH]c2=S)c1
-2,-1.2,-2,29,-7,5,-1.6,-3,0,CC(=O)C1=C(O)C(=O)N(c2nccs2)C1c1ccc(F)cc1 (configuration not stated)
1,-3.7,3,5,2,1,-1.0,-8,-1,CCOC(=O)C1=C(C)NC(C)=C(C(=O)OCC)C1c1ccc(OC)cc1
-4,-0.6,-1,5,-7,31,-4.1,12,-2,O=C(Nc1cccc(F)c1)C1CCN(C(=O)N2CCOc3ccccc32)CC1
.,-4.2,.,11,-30,42,-1.1,-2,2,Cn1/c(=N/N=C/c2ccc([N+](=O)[O-])cc2)sc2ccccc21
-5,-1.4,6,39,-4,-15,-4.0,11,87*,O=C(NCCN1CCOCC1)NC1(C(F)(F)F)Oc2ccc(Cl)cc2O1 (configuration not stated)
3,5.6,3,2,-5,40,-3.5,2,-7,CCN(C(=O)c1c(N)cnn1C)c1ccccc1
5,-4.7,2,.,-11,3,-1.7,2,0,O=C(Nc1ccc(-c2noc(CCc3ccccc3)n2)cc1)c1cccnc1
2,-5.4,4,8,-2,-6,-1.9,-10,1,O=C(CCCCn1c(=O)c2ccccc2n(Cc2ccc(F)cc2)c1=O)NCc1ccco1
4,1.0,-4,-9,9,2,-2.1,1,8,CCCn1c(C(O)c2cc(OC)ccc2OC)nc2ccccc21 (configuration not stated)
-1,-1.5,0,-4,1,11,0.3,-2,-3,O=C(NCN1C(=O)C2C3C=CC(C3)C2C1=O)Nc1cccnc1 (configuration not stated)
-1,-1.6,1,1,3,19,-2.2,-12,4,O=C(O)c1cc(S(=O)(=O)N2CC3CC3C2C(=O)O)c(Cl)cc1Cl (configuration not stated)
-1,0.2,-3,2,-8,21,-0.7,5,3,O=C(NCCc1c[nH]c2ccccc12)c1ccco1

# (next part)
IDE cell inh,VIM-2 inh,IDE act,NALP1 inh,pCIP destab,PHOSPHO1 inh,IMP-1 inh,GPR7 antag,PfM18AAP inh,Structure
-3,-0.1,8,.,8,22,0.4,10,-6,CN(c1cccc(NC(=O)Nc2cccc(Cl)c2)c1)S(C)(=O)=O
6,1.7,-4,19,3,-3,3.7,0,5,CCOc1cc(/C=N/NC(N)=O)cc(Br)c1OCC(=O)Nc1cccc2ccccc12
-1,-1.2,3,19,-4,-2,0.0,-13,-8,Cc1noc(C)c1C1(O)CCCCCCCCCCC1
3,10.0*,1,14,1,-156,-1.4,-8,27,CCOC(=O)c1c(NC(=O)CSc2ncn[nH]2)sc(C(=O)NC)c1C
8,-1.2,4,36,1,-11,-1.8,8,0,Cc1ccc(/C=C/C(=O)O)cc1S(=O)(=O)NCCO
5,-3.4,-4,18,6,12,-7.1,-19,6,CCOc1ccccc1N1C(=O)CC(Nc2ccc(N3CCOCC3)cc2)C1=O (configuration not stated)
-2,0.2,0,-31,14,.,-0.2,18,6,COc1ccc(N2CCC(N3CCN(C)C(CCO)C3)CC2)cc1 (configuration not stated)
-2,-1.9,3,-14,1,28,-3.3,-15,8,COc1cc(OC)cc(C(=O)N[C@H](C(=O)OCC(=O)NC(=O)c2cccn2C)C(C)C)c1
-8,-1.3,-3,19,-5,31,1.5,-12,5,CCN(CC)S(=O)(=O)c1cccc(C(=O)OC2CC(C)OC2=O)c1 (configuration not stated)
-1,-2.6,-5,.,-2,-145,-2.2,3,1,Cc1c(Cc2ccc3c(c2)OCO3)sc(NC(=O)C2CC2)c1C(N)=O
-1,1.8,2,5,6,-20,-0.3,10,-12,CC(=O)Nc1ccc(S(=O)(=O)Oc2ccc(/C=C3\SC(N)=NC3=O)cc2)cc1
3,-1.8,7,15,-7,2,-0.5,-12,-7,COC(=O)c1ccccc1NC(=O)CN1CCN(C(=O)c2ccco2)CC1

# Rows are unselected; about 5.3% have a hit in one of these screens.
